# eLon inh: inhibits E. coli Lon protease; inhibition, % at 7.94 µM; purified E. coli Lon protease, fluorescence polarization; AID 602123; P0A9M0; 360,000 compounds, 0.42% hits; in the data active = inhibition above about 13%, passing the limit was not always enough;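 also: 0% = enzyme with probe and DMSO and 100% = no enzyme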
# CendR NRP1 mod: NRP-1/CendR interaction modulation; inhibition, % at 25 µM; 360,000 compounds, 0.85% hits; AID 602438; O14786; FAM-RPARPAR peptide binding to NRP-1, fluorescence polarization;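 active = inhibition or corrected inhibition above about 18%, plus a signal ratio from 0.5 to 1.5, limit read from the data, passing the limit was not always enough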; also: strong numbers were not always called active
# bovine MsrA act: activators of bovine methionine sulfoxide reductase A | purified bovine MsrA, absorbance read-out | activation, % at 10.6 µM | 360,000 compounds, 0.3% hits; in the data active = activation above about 7.5%;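 also: 0% = vehicle and 100% = reference activator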
# MsrA inh: inhibits bovine methionine sulfoxide reductase A. purified bovine MsrA, absorbance read-out. inhibition, % at 15.5 µM. 360,000 compounds, 0.75% hits. AID 651718; in the data active = inhibition above about 4.5%;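 also: 0% = vehicle wells with enzyme and 100% = reference inhibitor wells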
# SKN-1 inh: blocks SKN-1 activity in C. elegans. AID 624304. inhibition, % at 21.8 µM. 360,000 compounds, 0.49% hits. C. elegans VP596 Pgst-4::GFP/RFP ratio, acrylamide-induced, 24 h;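 active = interference check ratio from 0.5 to 1.5 plus GFP to RFP signal ratio inhibition reaching or exceeding a fixed threshold, cut at about 30% in these data, passing the limit was not always enough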; also: some compounds called inactive have numbers as strong as hits
# FAS-TE inh: blocks the thioesterase domain of human fatty acid synthase; P49327; recombinant FAS-TE, OMFH fluorogenic substrate, fluorescence endpoint; inhibition, % at 15 µM; 360,000 compounds, 0.67% hits;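 active = compounds whose normalised, plate-corrected inhibition of enzyme fluorescence in the single-dose primary screen is 50% or more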;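 also: 0% = DMSO with enzyme and 100% = substrate without enzyme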
# Rin1 Abl inh: human Rin1-Abl interaction inhibition; TR-FRET Rin1/Abl binding, biochemical; P00519+Q13671; inhibition, % at 7.35 µM; 360,000 compounds, 0.4% hits; AID 588664; in the data active = inhibition above about 5%, passing the limit was not always enough
# Neddylation inh: blocks human cullin neddylation; TR-FRET cullin neddylation, biochemical; 360,000 compounds, 0.58% hits; calls only at 25 µM; AID 651699; in the data active = inhibition above about 36%
# MT1-MMP act inh: inhibitors of human MT1-MMP activation; HT1080 RFP-PRO-GFP cells, GFP/RFP ratio fluorescence, overnight; percent of plate control window, DMSO zero; 360,000 compounds, 0.061% hits; GFP/RFP ratio change, % at 20 µM; P50281;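 active = GFP/RFP ratio change of at least 30% with cell ATP level not reduced by more than half and red fluorescence within 50% of control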; also: strong numbers were not always called active
#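 Read-out: GFP/RFP fluorescence ratio; Test system: RFP-PRO-GFP reporter HT1080 cells; Compound dosing: single-point 20 µM compound, 1% DMSO; Times: overnight compound exposure at 37 °C.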
# Starred values were filed as active, the others as inactive; i = inactive; . = not tested or not shown.
SMILES,eLon inh,CendR NRP1 mod,bovine MsrA act,MsrA inh,SKN-1 inh,FAS-TE inh,Rin1 Abl inh,Neddylation inh,MT1-MMP act inh
O=C(O)c1cccc(NS(=O)(=O)c2cccc3cccnc23)c1,-2,3,-2,1.2,14,-4,-2,i,1
O=C(COC(=O)CNS(=O)(=O)c1ccc(Br)cc1Cl)NC1CCCC1,-7,12,-7,0.1,-9,-9,0,i,7
O=C(NCCc1ccccc1)C(=O)NCC1OCCN1S(=O)(=O)c1cccs1 (configuration not stated),-8,2,-3,-1.1,-12,-3,2,i,0
C/C(=N\NC(=O)c1csc(C)c1C)c1ccc(C)s1,-4,1,-3,1.8,1,-6,-3,i,-1
CCSC1=NCCN1S(=O)(=O)c1ccccc1,2,-12,-2,-0.2,-3,-9,-4,i,0
O=C(Oc1ccc2c(-c3ccccc3)cc(=O)oc2c1)c1cccs1,-5,8,-2,-0.7,-2,21,1,i,-11
COc1ccc2[nH]c3c(=O)n(/N=C/[C@H]4C(C)C=C(C)CC4C)c(=O)[nH]c3c2c1 (some centres not stated),-5,1,-1,0.7,11,9,-3,.,-2
Cc1ccc(-c2nnc(SCC(C)C)n2C)cc1,-3,7,2,0.7,-14,-3,0,i,1
CCSc1nc2c(c(=O)[nH]1)C(c1ccc(C)cc1)C1=C(CCCC1=O)N2 (configuration not stated),-1,4,-2,1.8,-1,1,4,.,-2
O=C(/C(N=Nc1cccc([N+](=O)[O-])c1)=C(/O)c1ccc(Br)cc1)C(F)(F)F,4,9,-2,.,16,64*,-2,i,-7
CCN(CC)C(=O)c1cn(CC)c(=O)c2cc(OC)c(OC)cc12,-1,-2,-3,0.2,1,-2,-2,i,-1
COc1ccc(NC(=O)Cc2coc3cc(C)c(C(C)C)cc23)cc1S(=O)(=O)N1CCOCC1,-22,-5,-1,0.8,12,7,-1,i,-3
COc1ccccc1NC(=S)N(Cc1cccnc1)Cc1ccccc1Cl,0,-2,-2,-1.5,1,6,2,i,-7
CCCn1c(=NC(C)=O)c(C(=O)OCC)cc2c(=O)n3ccccc3nc21,-3,2,-1,1.4,-9,-5,-1,.,4
Cc1ccc2nccc(C(=O)N3CCCC(Nc4ccc(C)c(C)c4)C3)c2c1 (configuration not stated),15,4,2,1.3,9,1,-1,i,0
COc1ccc(-c2noc(N3CCC(C(=O)NCCCN4CC(C)CC(C)C4)CC3)n2)cc1 (configuration not stated),5,8,1,-0.3,5,0,-3,i,1
Cc1ccc(CNC(=O)c2csc3c2CCCCC3)cc1,-10,0,-4,-0.5,2,0,1,i,4
CCc1nnc(NC(=O)c2cc(S(=O)(=O)N3CCCCC3)ccc2N2CCOCC2)s1,0,-2,-1,1.8,9,-2,4,i,1
CCOc1ccc2nc(SCCNS(=O)(=O)c3ccccc3)sc2c1,0,-59,-1,-0.1,4,28,4,i,-6
S=C(NCc1ccco1)N/N=C/c1ccncc1,15,10,-2,0.4,-12,-3,-3,i,0
O=[N+]([O-])c1ccc(Oc2cnc3ccccc3n2)cc1,-10,6,-4,0.1,14,4,6,i,-10
C=CCc1c(C)c(C#N)c2nc3ccccc3n2c1N1CCCCC1,-2,-21,2,-0.8,-2,-1,0,i,-4
COc1ccc2oc(=O)c(/C(N)=N/NC(=O)c3ccncc3)cc2c1,1,-10,-3,-1.0,38*,-10,2,i,-3
CCCc1cc(=O)[nH]c(SCC(=O)N2CCN(S(=O)(=O)c3ccc(Cl)cc3)CC2)n1,10,8,-2,-1.1,5,4,-2,i,4
O=C(COC(=O)c1ccc(Br)o1)Nc1ncc(Cl)cc1Cl,15,-12,-4,-0.6,6,-7,-5,i,1

# Profiles as entered above. Order of screens: eLon inh | CendR NRP1 mod | bovine MsrA act | MsrA inh | SKN-1 inh | FAS-TE inh | Rin1 Abl inh | Neddylation inh | MT1-MMP act inh
# CCc1nnc(NC(=O)c2cc(S(=O)(=O)N3CCCCC3)ccc2N2CCOCC2)s1 across the screens: 0 | -2 | -1 | 1.8 | 9 | -2 | 4 | i | 1
# O=C(Oc1ccc2c(-c3ccccc3)cc(=O)oc2c1)c1cccs1 across the screens: -5 | 8 | -2 | -0.7 | -2 | 21 | 1 | i | -11

# Back to the main list; the five compounds before the break are reprinted first.
SMILES,eLon inh,CendR NRP1 mod,bovine MsrA act,MsrA inh,SKN-1 inh,FAS-TE inh,Rin1 Abl inh,Neddylation inh,MT1-MMP act inh
O=[N+]([O-])c1ccc(Oc2cnc3ccccc3n2)cc1,-10,6,-4,0.1,14,4,6,i,-10
C=CCc1c(C)c(C#N)c2nc3ccccc3n2c1N1CCCCC1,-2,-21,2,-0.8,-2,-1,0,i,-4
COc1ccc2oc(=O)c(/C(N)=N/NC(=O)c3ccncc3)cc2c1,1,-10,-3,-1.0,38*,-10,2,i,-3
CCCc1cc(=O)[nH]c(SCC(=O)N2CCN(S(=O)(=O)c3ccc(Cl)cc3)CC2)n1,10,8,-2,-1.1,5,4,-2,i,4
O=C(COC(=O)c1ccc(Br)o1)Nc1ncc(Cl)cc1Cl,15,-12,-4,-0.6,6,-7,-5,i,1
CC(Sc1ccccc1)C(=O)NN=C1CCCCCCC1 (configuration not stated),-14,4,-3,2.1,5,-4,5,i,0
O=C(COc1ccc(Cl)cc1)OCC(=O)N1CCCC1,-6,4,1,-0.2,-4,-5,4,i,1
COc1ccc(CN(C)C(=O)C2CCN(C(=O)Nc3ccccc3)CC2)cc1,-15,14,-1,-1.1,19,-3,0,i,4
COC(=O)C(Cc1ccccc1)N1CCS(=O)(=O)CC1 (configuration not stated),-7,-8,-9,0.1,-2,-5,5,i,-1
CCCCOC(=O)C1=C(C)NC(=O)NC1c1ccccc1 (configuration not stated),-4,-9,1,0.0,11,0,1,i,-3
C[C@H]1COC(=O)[C@@H](Cc2ccc(F)cc2)C/C=C\C[C@@H](CC(=O)N[C@@H](CO)Cc2ccccc2)C(=O)N1,-4,-12,-2,0.7,-2,-7,-1,i,6
COc1ccc(Cc2nnc(-c3cccc(C)c3)o2)cc1OC,-5,-6,-6,.,-24,-6,-2,i,5
O=c1c2cc(N3CCOCC3)ccc2[nH]c(=S)n1Cc1ccc(Cl)cc1,-12,6,-12,0.6,-4,22,1,.,3
NC(CSCc1ccccc1Cl)C(=O)O (configuration not stated),2,12,-1,1.0,-4,13,0,i,0
Cc1ccc(N2C(N)=NC(N)=NC2(C)C)c(C)c1,-6,2,-2,-1.1,-5,-1,0,i,3
CC(C)(O)c1[nH]c2cc(F)ccc2c1C(C)(C)O,1,-6,-6,-0.4,4,-2,1,i,-1
CC(=O)Nc1cccc(NC(=O)CSc2nnc(NC(=O)C3CC3)s2)c1,-4,4,-5,-0.5,-9,-6,0,i,1
Cc1ccc(CNC(=O)CSc2ccsc2[N+](=O)[O-])cc1,2,-21,-13,-0.5,10,18,-4,i,1
Fc1c(F)c(-n2nnc3ccccc32)c(F)c(F)c1Cl,3,5,-2,-1.0,4,10,0,i,0
Cc1c(Cl)cccc1NC(=O)CCN1CCOCC1,-6,10,0,0.1,5,-7,0,i,1
O=c1cc(O)c2sc(Nc3cccc(C(F)(F)F)c3)nc2[nH]1,-20,-20,-14,1.4,-15,-2,0,i,2
Cc1ccc(S(=O)(=O)N2CCOCC2)cc1C(=O)Nc1nc(-c2cccnc2)cs1,-9,8,1,-0.5,2,1,-3,i,-6
CC1(C)CC(=O)C2=C(C1)OC(N)=C(C#N)C2Cc1ccccc1 (configuration not stated),3,0,-2,0.8,10,-2,0,i,0
CCN(Cc1ccccc1)C(c1ccc(C(F)(F)F)cc1)c1nnnn1C(C)(C)C (configuration not stated),2,4,0,-0.4,1,25,0,i,-15
COc1cc(NC(=O)c2noc3c2CCC3)c(OC)cc1Cl,7,-2,0,-0.5,6,2,1,.,-2
Cc1cccc(N2C(=O)c3ccccc3C2=O)n1,8,-1,-2,1.1,14,-4,-1,i,0
CCCc1c(O)nc(SCC(=O)N2CCCCC2)[nH]c1=O,-7,4,-1,-0.5,16,-4,0,i,3
O=C(/C=C/c1ccc([N+](=O)[O-])cc1)Nc1cccnc1,-3,0,2,2.8,-2,15,-4,i,7
CCC(C)NCC(=O)Nc1ccc(-c2nc3cc(NC(=O)CNC(C)CC)ccc3o2)cc1 (configuration not stated),1,9,-3,0.4,-23,-6,-3,.,12
O=C(NC1(Cc2ccccc2)CCN(CCCc2ccccc2)C1=O)c1ccccc1 (configuration not stated),4,14,0,0.2,2,21,4,i,-9
SMILES,eLon inh,CendR NRP1 mod,bovine MsrA act,MsrA inh,SKN-1 inh,FAS-TE inh,Rin1 Abl inh,Neddylation inh,MT1-MMP act inh
COc1ccc(C(=O)OCC(=O)NC2CC2)cc1S(=O)(=O)N(C)Cc1ccccc1,13,0,-3,-0.7,3,-6,-1,i,3
Cc1ccc(C)c(S(=O)(=O)N2CCCCC2CCNC(=O)C(=O)NCc2cccnc2)c1 (configuration not stated),0,0,-4,-0.1,9,-4,-1,i,0
N#Cc1ccccc1OCC(=O)NCC1(N2CCCCC2)CCCCC1,2,-3,-3,0.2,2,-2,2,i,-4
CN1CCN(c2ccccc2NC(=O)c2ccc(F)cc2)CC1,0,3,-6,1.1,1,-4,-3,i,-1
O=C(Cn1cnc([N+](=O)[O-])n1)c1ccc(O)c(O)c1,-4,4,-5,0.8,-11,-6,0,i,3
CCOc1ncccc1C(=O)OCC(=O)c1ccccc1,-13,-4,-3,0.6,-1,-4,0,i,0
COC(=O)/C=C/C1=CN(Cc2ccccc2)CCC1=O,8,0,-5,3.9,-6,-8,-1,i,16
CCc1noc(C)c1C(=O)OCC(=O)NCc1ccccc1OC,-4,1,-9,0.6,-3,-6,0,i,-5
COc1ccccc1C(=O)COC(=O)Cc1c[nH]c2ccccc12,3,-15,-3,0.3,8,1,1,i,-2
CCOc1ccc(C(=O)N[C@H](C(=O)O)C(C)C)cc1,-7,-5,-6,-0.3,-6,-12,2,i,2
CC(C)CCNC(=O)CSc1nc2ccccc2s1,-6,0,-7,-0.6,14,-2,3,i,-4
CC(=O)c1cccc(OC(=O)c2ccccc2)c1,-5,3,2,-0.9,-14,0,2,i,5
Cc1onc(-c2ccccc2Cl)c1C(=O)NNC(=O)c1ccccc1F,-6,2,-2,-0.9,7,-9,0,i,0
Cc1ccc(NS(=O)(=O)c2ccc(C(=O)N3CCCN(C)CC3)cc2)cc1,-7,-10,-12,-0.1,-16,-4,4,i,-6
Cc1ccc(/C=C/C(=O)OCC(=O)NCCN2C(=O)CSC2=O)o1,-4,4,-9,1.8,2,-4,4,i,-1
Cc1ccc(CCNC(=O)C2CCC(=O)N(CC3CCCCC3)C2)cc1 (configuration not stated),-12,9,-2,-0.8,13,-4,6,i,-1
CC1=NN(C(N)=S)C(=O)C1N=Nc1cccc(Cl)c1C (configuration not stated),0,-14,-4,0.4,3,0,0,i,7
COc1ccc(S(=O)(=O)N2CCOC2CNC(=O)C(=O)NCCc2ccc(OC)c(OC)c2)cc1 (configuration not stated),4,-11,-3,1.3,9,0,-3,i,3
COCCNC(=O)C(c1ccc(C)cc1)N(C(=O)CCC(=O)Nc1ccccn1)C1CCCCC1 (configuration not stated),-9,9,-4,1.0,8,5,4,i,-2
Cc1cc(C(=O)COC(=O)c2ccc(N)c([N+](=O)[O-])c2)c(C)n1-c1ccc2c(c1)OCO2,-13,-14,-9,0.6,2,63*,-4,i,0
CC1(C(=O)Nc2ccc3c(c2)OCO3)CCN1Cc1ccccc1OC(F)F (configuration not stated),-5,-5,0,-0.2,15,15,4,i,2
O=C(O)CCS(=O)(=O)Cc1ccccc1F,12,2,0,-1.1,35,-5,-3,i,3
COc1ccc(/C=N/N2C(=N)SCC2=O)cc1,3,-8,-3,6.3*,7,-3,-1,i,-1
Cc1nc(SCC(=O)NC2CCCC2)c2c(C)c(C)sc2n1,-2,2,-3,2.5,15,2,1,i,0
COc1cc(NC(=O)CSc2nc(=O)n(CCN3CCOCC3)c3c2CCC3)cc(OC)c1,-11,-14,-3,0.2,5,-8,0,i,-1
CN(C)c1ccc([C@@H]2[C@@H]([N+](=O)[O-])[C@H]3C=Cc4ccccc4N3[C@H]2C(=O)c2ccc(Cl)cc2)cc1,-98,-153,-3,1.3,8,-172,-4,i,-15

# Bioassay records: PubChem, several laboratories
